Compound activity: PubChem, The Scripps Research Institute Molecular Screening Center
M1 ag = human M1 muscarinic receptor agonists, primary screen, Fluo-8 calcium fluorescence, CHO-K1 cells, HTS; 0.33% of 360,000 active; activation, % at 3 µM; CHO-K1 hM1, agonist mode; 0% DMSO, 100% acetylcholine EC100;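 active means activation above the run's mean compound activation plus 3 SD, cut at about 16% in these data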;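 further: peak over basal fluorescence ratio within a 140 s kinetic read after compound addition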
CHRM1 antagonist = human M1 muscarinic receptor antagonists, primary screen, CHO-K1 cells, Fluo-8 calcium fluorescence, 1536-well; CHO-K1 hM1, ACh EC80 antagonist; inhibition, % at 3 µM; 1.3% of 360,000 active; AID 588852, 2011;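 active means percent inhibition above its own plate's cutoff, namely the mean of that plate's compound wells plus 3 SD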;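 further: peak over basal fluorescence ratio during 140 s after agonist addition; 0% = ACh EC80 plus DMSO and 100% = DMSO alone without agonist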
CHO-K1 Ca ag = counter-screen for M1 agonists: effect in parental CHO-K1 cells; Fluo-8 calcium fluorescence; scaled to maximal ATP response, vehicle zero; activation, % at 3 µM; 0.48% of 360,000 active; in the data active means activation above about 15%;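 further: untransfected CHO-K1 host cells lacking M1 receptor as counterscreen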
TAAR1 agonist = human TAAR1 agonists, primary screen, Fluo-8 calcium fluorescence, CHO RD-HGA16 cells; 0.99% of 360,000 active; activation, % at 3 µM; AID 624467, 2012; Trace amine-associated receptor 1 (Homo sapiens), Q96RJ0; vehicle wells 0%, saturating PEA agonist 100%;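 active means activation above the mean activation of all test compounds in the run plus 3 SD, cut at about 38% in these data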
Target sequence (Q96RJ0 whole entry, looked up): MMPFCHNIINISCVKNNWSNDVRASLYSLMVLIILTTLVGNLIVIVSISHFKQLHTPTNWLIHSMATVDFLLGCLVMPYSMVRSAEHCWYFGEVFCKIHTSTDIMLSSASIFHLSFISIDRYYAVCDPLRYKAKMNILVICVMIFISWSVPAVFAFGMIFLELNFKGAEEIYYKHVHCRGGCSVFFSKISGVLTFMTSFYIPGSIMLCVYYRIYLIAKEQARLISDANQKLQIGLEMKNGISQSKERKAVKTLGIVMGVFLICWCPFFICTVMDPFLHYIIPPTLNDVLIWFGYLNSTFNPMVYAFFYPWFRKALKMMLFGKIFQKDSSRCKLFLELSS
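Repeats: no replicates (n 1) | Material: CHO-derived RD-HGA16 cells with stable Gα16 and human TAAR1 | Technique: Kinetic Fluo-8 calcium fluorescence | Schedule: 17-24 h seeding, 75 min 37 °C dye, 30 min RT | Evaluation: % activation from peak over basal fluorescence ratio, DMSO-to-PEA scaled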
CHO-K1 Ca PAM = nonselective calcium activators in parental CHO-K1 cells, primary screen, counter-screen for M1 PAM project, cell-based, Fluo-8 calcium fluorescence, full deck, 1536-well. ATP EC20; 0% at ATP EC20, 100% at ATP max. activation, % at 3 µM. 0.02% of 360,000 active. AID 602247, 2012;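 active means activation above the run cutoff, the mean activation of all test compounds plus 3 SD, cut at about 40% in these data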;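 further: peak over basal fluorescence ratio in a 140 s read after ATP addition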
TAAR1 antagonist = human TAAR1 antagonists, primary screen, Fluo-8 calcium fluorescence, CHO RD-HGA16 cells; Trace amine-associated receptor 1 (Homo sapiens), Q96RJ0; antagonist; inhibition, % at 3 µM; 1.5% of 360,000 active;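 active means inhibition above a per-plate cutoff, the mean inhibition of test compounds on that plate plus 3 SD, cut at about 49% in these data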;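 further: 0% = DMSO plus EC80 beta-PEA response and 100% = DMSO alone without agonist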
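System: RD-HGA16 CHO cells with stable hTAAR1 and Gα16 | Probe or stimulus: EC80 β-phenethylamine stimulus | Dosing: 3 µM, single point | Times: Dye loading 75 min at 37 °C, then 30 min room temperature | Measured by: Fluo-8 calcium-sensitive fluorescence | Read-out basis: % inhibition of agonist calcium response | Replicates: n of 1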
OXTR potentiate = human OXTR potentiators, primary screen, fluorescence, CHO-OTR cells, Fluo-8 calcium; Oxytocin receptor (Homo sapiens), P30559; Fluo-8 calcium fluorescence, potentiator mode; 0% = oxytocin EC15, 100% = EC100; activation, % at 3 µM; 0.061% of 320,000 active;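 active means activation above that plate's cutoff, the mean activation of tested compounds plus 3 SD, cut at about 6.6% in these data, passing the limit was not always enough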;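 further: 100% uses oxytocin at 75 nM as the full agonist control; some results filed as inactive read as strong as hits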
Target sequence (P30559 whole entry, looked up): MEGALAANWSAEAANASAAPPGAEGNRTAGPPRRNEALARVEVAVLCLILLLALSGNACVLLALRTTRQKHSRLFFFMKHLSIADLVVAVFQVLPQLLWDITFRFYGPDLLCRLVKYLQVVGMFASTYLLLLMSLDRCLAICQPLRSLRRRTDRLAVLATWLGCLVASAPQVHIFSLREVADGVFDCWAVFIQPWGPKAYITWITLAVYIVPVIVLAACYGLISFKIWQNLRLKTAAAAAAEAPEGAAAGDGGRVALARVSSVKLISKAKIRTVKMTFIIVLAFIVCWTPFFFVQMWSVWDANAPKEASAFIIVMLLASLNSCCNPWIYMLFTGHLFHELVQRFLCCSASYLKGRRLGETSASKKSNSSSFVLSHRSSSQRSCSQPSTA
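Assay system: CHO-OTR cells, human receptor / Also added: oxytocin at about EC15, sub-maximal agonist stimulus / Dosing: single dose, 3.0 µM nominal final compound concentration / Incubation: 6 min pre-incubation, 100 s read / Technique: Fluo-8 calcium dye fluorescence / Read-out: % activation vs EC15 and EC100 oxytocin / Benchmarks: EC15 oxytocin low, 75 nM oxytocin high / Replicates: singlicate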
CHO-K1 Ca antag = nonselective inhibitor or artifact in parental CHO-K1 cells; 0.6% of 360,000 active; inhibition, % at 3 µM; ATP-induced calcium, Fluo-8 fluorescence;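 active means inhibition above a per-plate cutoff, the plate's mean sample inhibition plus 3 SD, cut at about 24% in these data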;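 further: 0% = DMSO plus EC80 ATP and 100% = DMSO alone without ATP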
CHO parental Ca = ATP-evoked calcium signal inhibitors, parental CHO, primary screen, counter-screen for OX1R antagonist project, cell-based, fluorescence, Fluo-8 calcium dye; parental CHO-K1, ATP-induced calcium, Fluo-8 fluorescence; inhibition, % at 5.6 µM; 0.63% of 330,000 active; AID 463079, 2010;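 active means inhibition above that plate's mean sample inhibition plus 3 SD, cut at about 26% in these data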;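 further: 0% = ATP-challenged DMSO wells and 100% = DMSO wells without ATP; some compounds past the cut are filed as inactive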
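Measured by: calcium-sensitive Fluo-8 fluorescence / Test system: CHO parental line / Controls: ATP-challenged DMSO wells low, unchallenged DMSO wells high / Measure: % inhibition / Compound: single nominal dose of 5.6 µM per compound / Replicates: single well per compound, no replicates / Reagent: ATP as calcium-mobilizing challenge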
* marks the source's active call; other numbers are inactive results; / = not tested or not shown.

SMILES	M1 ag	CHRM1 antagonist	CHO-K1 Ca ag	TAAR1 agonist	CHO-K1 Ca PAM	TAAR1 antagonist	OXTR potentiate	CHO-K1 Ca antag	CHO parental Ca
CCC(C)(C)NC(=O)C(c1ccco1)N(C(=O)Cn1nnc2ccccc21)c1ccc2c(c1)OCO2 (configuration not stated)	-3	-11	10	-1	1	-7	-10	1	-25
Cc1ccc2oc3c(c(=O)c2c1)C(c1cccc(Cl)c1)N(CCCN1CCOCC1)C3=O (configuration not stated)	-4	-10	0.3	4	-1	8	-8	7	-5
COc1ccc(NC(=O)C2CCN(C(=O)NC3CCCCC3)CC2)c(OC)c1	-5	-13	-0.4	7	0	6	4	1	-8
Cc1ccc2oc(=O)n(CCOc3ccccc3C)c2c1	-8	10	0.4	14	5	34	-7	2	0
CC(C)[C@H](NC(=O)c1ccco1)C(=O)OCc1cc(=O)n2c(n1)sc1ccccc12	-4	7	6.1	11	-9	45	-4	2	-14
CCc1cc2ccc(C)cc2nc1SCC(=O)N1CCN(C(=O)c2ccco2)CC1	-5	-3	0.5	9	5	-11	-7	-10	-10
COc1cccc(C2C3(C#N)C(N)=NC(OC)(OC)C23C#N)c1 (configuration not stated)	-2	0	-0.1	2	12	-22	-3	-7	-4
COCCCNC(=O)CC1Oc2ccccc2NC1=O (configuration not stated)	-1	-6	0.1	1	8	6	6	3	-2
CCCCn1nnnc1NCc1ccc(N2CCCC2)cc1	-6	91*	-0.4	2	2	-7	-7	-3	-27
O=C(CSc1ncnc2ccccc12)c1ccco1	-5	-6	2.3	/	13	/	-15	-3	-17
Cc1ccc(OCCNC(=O)CCc2nc3sc4c(c3c(=O)[nH]2)CCCC4)cc1	-2	-20	-0.1	3	-9	-16	-4	-3	-30
CC(=O)Nc1ccc(S(=O)(=O)NCCc2csc(C)n2)cc1	-4	14	-0.3	2	-4	-14	4	9	-2
Cc1cccc(Nc2nc(-c3ccccn3)cs2)n1	-4	12	1.2	8	9	26	-4	-8	-5
CCOC(=O)N1CCN(Cc2nc3cc(NC(=O)C(C)C)ccc3n2C)CC1	-5	2	0.1	1	3	0	-1	-7	-10
C=CCC[C@@H](Cc1ccc(F)cc1)C(=O)OC[C@@H](Cc1c[nH]c2ccccc12)NC(=O)[C@H](CC=C)CC(=O)NCCO	0	-5	0.2	11	2	45	-7	-6	-13
CCc1cc(=O)oc2cc(OCC(=O)NCCCN3CCOCC3)c(Cl)cc12	-5	0	0.7	2	14	-15	-1	-14	-7
O=S(=O)(NC1CC2CCC1C2)c1ccc(Br)cc1 (configuration not stated)	-6	-6	0.6	-2	27	-14	-4	-23	-19
CCOC(=O)C1CC(=NO)c2ccc(OC)c(OC)c2C1 (configuration not stated)	-3	-5	2.2	0	19	9	/	-1	/
COc1cccc(/C=N/NC(=O)CSc2nnc(C)n2-c2ccccc2)c1O	0	-11	0.0	13	16	-5	-14	1	-13
O=C1/C(=C\c2ccco2)SC(=S)N1C1CCS(=O)(=O)C1 (configuration not stated)	-3	-11	0.2	-1	6	-26	-5	-5	-2
COc1ccc(CC(=O)N2CCCC2)c(OC)c1	-1	-6	0.6	1	1	-14	6	-16	-5
CCCCCOc1ccc(C(=O)CCN2CCOCC2)cc1	-6	-6	0.7	5	1	20	2	1	-11
CC1CN(C(=O)c2ccccc2Nc2ccc(SC(F)F)cc2)CC(C)O1 (configuration not stated)	-9	-9	0.2	3	-11	6	-2	2	-25
CCOC(=O)c1c(NC(=O)c2c(-c3ccccc3)noc2C)sc(C)c1-c1ccccc1	-4	-12	0.2	14	7	-1	-16	-8	-29
C[C@H](NC(=O)[C@@H]1Cc2ccccc2CN1)C(=O)NCC1CCCO1 (some centres not stated)	-1	-6	0.6	0	-4	-1	-7	-2	-19
COc1ccc(-c2nnc(CSc3nc4ccccc4c(=O)n3CC3CCCO3)o2)cc1OC (configuration not stated)	-2	-10	0.1	0	0	-14	-14	-10	-11
O=C(O)/C=C/C(=O)Nc1ccc(Cl)c(C(=O)O)c1	-1	7	3.7	-1	5	-12	5	-3	-10
CCOC(=O)c1ccc(CNC(=O)CCC(=O)O)cc1	-2	-14	-0.3	7	7	-11	-9	-7	-18
Cc1ccc(NS(=O)(=O)c2cc(C(=O)Nc3cccc(N(C)S(C)(=O)=O)c3)ccc2C)c(C)c1	3	10	-0.1	13	-7	8	-13	12	4
CC1=NN(C(=O)Cc2ccccc2)C(O)(c2ccccc2)C1 (configuration not stated)	-5	8	-0.1	4	8	-12	-2	-6	-4
CCNc1nc2ccccc2[nH]1	-3	-14	0.2	13	13	0	-9	-12	-11
Cc1cc(=O)oc2cc(OCC(=O)N3c4ccccc4NC(=O)C3(C)C)ccc12	-3	5	3.1	5	19	3	1	-21	-21
Cc1ccc(S(=O)(=O)NCC(=O)N/N=C/c2ccc(Cl)cc2Cl)cc1	-8	-9	0.6	1	25	8	-10	-12	-22
CC(C)(C)NC(=O)c1ccccc1-c1nc(-c2ccccc2Cl)no1	-3	-2	0.7	6	12	6	-4	-10	-23
O=C(CSc1nnc(C2COc3ccccc3O2)o1)N1CCCCC1 (configuration not stated)	-3	-7	0.2	0	4	-10	-5	-8	-16
COCCNC(=O)c1ccccc1N(Cc1ccccc1)S(=O)(=O)c1ccc(C)cc1	-10	-11	0.9	3	25	-5	-10	-13	-19
O=C(/C=C/c1ccccc1Cl)c1cccnc1	-1	-2	1.9	20	7	8	-16	9	-14
Cc1noc(C)c1S(=O)(=O)N(CC(=O)O)c1ccc2c(c1)OCO2	-3	-16	0.0	1	8	-5	-6	-6	-10
Cc1ccc(N=Cc2nc(-c3ccc(C)cc3)oc2O)cc1	-2	-9	-0.9	1	8	16	/	-1	/
Cc1noc(C)c1S(=O)(=O)N1CCC(Cc2ccccc2)CC1	-4	-15	-0.2	5	5	19	-4	-2	-5
COc1ccccc1N(C(=O)c1ccco1)C(C(=O)NC1CCCC1)c1ccc(N2CCOCC2)cc1 (configuration not stated)	0	-1	-0.7	3	-19	10	-7	8	-27
O=C(c1ccc(F)cc1)N1CCN(C2=NS(=O)(=O)c3ccccc32)CC1	0	-16	-0.4	4	7	-24	-7	-6	1
O=C(NC1CCN(S(=O)(=O)c2ccc(F)cc2)CC1)c1cccc(F)c1	0	-18	0.6	9	4	0	-4	-13	-7
O=C(O)Cn1c(-c2ccccc2)cc2ccccc21	-5	10	-0.1	5	12	-16	2	-12	-2
CC(=O)C[C@H](O)CC(=O)[C@H]1OC(=O)[C@@H](C)C/C=C\Cc2ccccc21	-3	1	4.0	1	8	-10	1	5	-7
O=C(O)C(=Cc1ccccc1)Cc1ccccc1	-3	-12	0.3	0	-11	-1	/	6	/
CCC(=O)Nc1cc(-c2nn(CC(=O)N3CCCCC3)c(=O)c3ccccc23)ccc1N1CCOCC1	0	-12	0.1	12	18	1	-1	-14	-20
Cc1cc(C)cc(NC(=O)CSc2nc3ccccc3nc2N2CCCCC2)c1	-3	-14	1.1	3	23	8	-8	-14	-13
C=CCn1c(=O)c2c(nc3n2CC(C)CN3CCc2ccccc2)n(C)c1=O (configuration not stated)	-3	-10	3.2	3	15	-16	0	-10	-22
CCN(CC)c1ccc(NC(=O)CSc2nc3nc(C)cc(C)c3c(=O)[nH]2)cc1	-7	-3	0.4	3	5	-41	0	-6	-20
CCOC(=O)c1sc(N/N=C/c2cccc(C)c2)nc1C	-6	-5	0.4	1	18	3	-12	-4	-40
CC(C)c1ccc(NC(=O)C2CCCCN2S(=O)(=O)c2ccccc2)cc1 (configuration not stated)	-6	2	-0.7	1	-13	21	-7	-2	-25
COc1ccc2[nH]c(CN3CCC(CO)(CCOc4ccccc4)CC3)c(C)c2c1	-9	-3	2.7	9	8	9	-7	-1	9
